Source: PubChem BioAssay
ANO1 activ – activators or potentiators of mouse TMEM16A chloride channel | B-score at 10 µM | AID 623877 | hit rate 0.3% among 340,000 | HEK293 TMEM16A/YFP-H148Q/I152L, iodide quench fluorescence; stronger effect = lower value;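 active = fluorescence-ratio B-score plate-corrected deviation score at least 3 library SD below zero, with starting fluorescence score within 5 deviations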;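 note: channel opened by trigger with iodide after compound preincubation; score built on the fluorescence ratio of max minus min over baseline; more negative score means more quench and so TMEM16A activation or potentiation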
Target sequence (Q8BHY3 whole entry, looked up): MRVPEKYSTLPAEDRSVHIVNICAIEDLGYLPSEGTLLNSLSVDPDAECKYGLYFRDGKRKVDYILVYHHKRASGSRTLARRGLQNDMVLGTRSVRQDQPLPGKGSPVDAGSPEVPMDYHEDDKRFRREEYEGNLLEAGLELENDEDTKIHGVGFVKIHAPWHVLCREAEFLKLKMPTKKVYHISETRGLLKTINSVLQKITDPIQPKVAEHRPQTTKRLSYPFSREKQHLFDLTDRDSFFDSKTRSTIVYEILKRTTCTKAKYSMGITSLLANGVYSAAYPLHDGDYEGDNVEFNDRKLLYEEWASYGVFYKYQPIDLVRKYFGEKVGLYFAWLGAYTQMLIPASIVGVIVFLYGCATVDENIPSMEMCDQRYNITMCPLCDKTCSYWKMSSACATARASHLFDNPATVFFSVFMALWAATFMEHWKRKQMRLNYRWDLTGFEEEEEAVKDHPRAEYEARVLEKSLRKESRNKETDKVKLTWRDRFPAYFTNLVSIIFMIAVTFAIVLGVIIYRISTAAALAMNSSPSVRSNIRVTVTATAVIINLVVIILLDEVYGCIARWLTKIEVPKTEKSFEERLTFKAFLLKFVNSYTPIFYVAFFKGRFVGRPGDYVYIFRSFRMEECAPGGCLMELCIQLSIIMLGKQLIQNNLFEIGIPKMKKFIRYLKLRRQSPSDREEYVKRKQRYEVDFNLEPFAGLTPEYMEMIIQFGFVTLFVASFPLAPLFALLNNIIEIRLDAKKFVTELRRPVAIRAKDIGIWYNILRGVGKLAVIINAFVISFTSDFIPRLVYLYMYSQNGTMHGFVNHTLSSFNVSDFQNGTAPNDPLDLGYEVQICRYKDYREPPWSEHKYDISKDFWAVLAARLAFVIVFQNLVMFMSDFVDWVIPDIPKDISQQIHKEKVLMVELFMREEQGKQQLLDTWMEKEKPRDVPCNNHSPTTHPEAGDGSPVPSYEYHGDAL
The depositor's hits bear a star; i = inactive. The list is partial. The share of hits here may be higher or lower than overall.

ANO1 activ	SMILES
i	COc1ccccc1NS(=O)(=O)c1cc(NC(=O)c2cccc(S(=O)(=O)N(C)C)c2)ccc1N1CCOCC1
i	CCCCN(C(=O)CC1CCCC1)c1c(N)n(CCC)c(=O)[nH]c1=O
i	Cc1sc2nc(CSC(C)C(=O)Nc3ccc(Cl)cn3)[nH]c(=O)c2c1C (centres undefined)
i	Cc1ccc(S(=O)(=O)N2CCCCC2)cc1C(=O)N1C(C)CCCC1C (centres undefined)
i	Cn1c(=O)c2c(nc(C(O)c3ccccc3)n2C)n(C)c1=O (centres undefined)
i	COc1cc2c(-c3ccc4cc[nH]c4c3)c(-c3ccc(C#N)cc3)oc(=O)c2cc1OC
i	Cc1cc(C(=O)O)cc(S(=O)(=O)Nc2c(C)nn(C)c2C)c1C
i	O=C(Nc1ccccc1OC(F)F)c1ccc(S(=O)(=O)N2CCCC2)cc1
i	CCCCN(C(=O)CC1CCCC1)c1c(N)n(CCCC)c(=O)[nH]c1=O
i	O=C(NCC1CCCO1)c1cccc(S(=O)(=O)Nc2ccc(SC(F)F)cc2)c1 (centres undefined)
i	Cc1ccccc1-c1cc(C(=O)NCc2ccco2)n(CC2CC(c3cccnc3)=NO2)n1 (centres undefined)
i	CN(C(=O)CSc1cccc[n+]1[O-])C1CCCCC1
i	Cc1cc(C(=O)CN2C(=O)NC3(CCCCCC3)C2=O)c(C)n1C
i	CCN(CC)C(=O)c1cccc(NC(=O)c2cc(-c3ccccn3)nc3ccccc23)c1
i	C=CC[C@@H](Cc1ccc(F)cc1)C(=O)OC[C@H]1CCCN1C(=O)[C@H](CC=C)CC(=O)NCCO
i	COc1ccc(/C=N/NC(=O)CNS(=O)(=O)c2ccccc2)cc1
i	CCN1CCN(S(=O)(=O)c2ccc(Cl)c(C(=O)Oc3ccc(CC(=O)OC)cc3)c2)CC1
i	Cc1cc(C)c(OCC(=O)NCCCn2nc(C)cc2C)c(C)c1
i	CC(=O)N1CCN(CCS(=O)(=O)c2cc(Cl)ccc2Cl)CC1
i	C=CCC[C@@H](Cc1ccc(F)cc1)C(=O)OC[C@H]1CCCN1C(=O)[C@@H](CC=C)CC(=O)N[C@H](CO)Cc1ccccc1
i	COc1ccccc1NC(=O)COC(=O)c1cc(C)nc2ccccc12
i	CCC(=O)Nc1ccc2c(c1)Cc1cc([N+](=O)[O-])ccc1-2
i	Cn1c(SCC(=O)Nc2ccc(N3CCOCC3)cc2)nnc1C1CC1
i	COc1cccc(CNC(=O)COC(=O)c2cccc(S(=O)(=O)N3CCN(C(C)=O)CC3)c2)c1
i	COCCNc1nnc(SCC(=O)NC2CCCCC2)s1

3 structures from above, arranged by molecular weight, low to high.
ANO1 activ	SMILES
i	CCCCN(C(=O)CC1CCCC1)c1c(N)n(CCC)c(=O)[nH]c1=O
i	COc1cc2c(-c3ccc4cc[nH]c4c3)c(-c3ccc(C#N)cc3)oc(=O)c2cc1OC
i	C=CC[C@@H](Cc1ccc(F)cc1)C(=O)OC[C@H]1CCCN1C(=O)[C@H](CC=C)CC(=O)NCCO

As a working copy, four of the compounds above.
ANO1 activ	SMILES
i	COc1ccccc1NS(=O)(=O)c1cc(NC(=O)c2cccc(S(=O)(=O)N(C)C)c2)ccc1N1CCOCC1
i	CCCCN(C(=O)CC1CCCC1)c1c(N)n(CCC)c(=O)[nH]c1=O
i	Cc1sc2nc(CSC(C)C(=O)Nc3ccc(Cl)cn3)[nH]c(=O)c2c1C (centres undefined)
i	Cc1ccc(S(=O)(=O)N2CCCCC2)cc1C(=O)N1C(C)CCCC1C (centres undefined)

The results go on:
ANO1 activ	SMILES
i	CCn1c(C)nc2cc(C(=O)NN=Cc3ccccc3OC(F)F)ccc21
i	COc1cc(C(C)=O)ccc1OCC(=O)NCCCn1nc(C)cc1C
i	O=[N+]([O-])c1ccc(Cl)c(S(=O)(=O)Nc2cccc(S(=O)(=O)NC3=NCCC3)c2)c1
i	CC1CCCN(CC(=O)NNC(=O)COc2ccc(Br)cc2)C1 (centres undefined)
i	O=C(O)c1cccc(S(=O)(=O)Nc2ccc(Cc3ccncc3)cc2)c1
i	COc1ccc(C2=NN(C(=O)COC(=O)c3ccc(NC(=O)CC#N)cc3)C(c3ccco3)C2)cc1 (centres undefined)
i	COc1cc(NC(=O)CN2CCN(S(=O)(=O)/C=C/c3ccccc3)CC2)cc(OC)c1OC
i	O=C(NC1CCCCCC1)C1CCN(C(=O)c2ccc(Cl)cc2)CC1
i	COc1ccc(C2=NN(C(=O)CSc3nccn3C)C(c3ccco3)C2)cc1 (centres undefined)
i	COc1ccc(CCNC(=O)COC(=O)c2ccc(F)c(S(=O)(=O)N3CCOCC3)c2)cc1
i	O=[N+]([O-])c1ccc(CSc2ccc(S(=O)(=O)N3CCCCCC3)cn2)cc1
i	CCOC(=O)c1ccc(N(CC2CO2)S(=O)(=O)c2ccc(C)cc2)cc1 (centres undefined)
i	CN(c1ccccc1)S(=O)(=O)c1cccc(NC(=O)CCNC(=O)c2ccc([N+](=O)[O-])cc2)c1
i	O=C(CCNC(=O)c1ccccc1Cl)NN=Cc1ccccc1[N+](=O)[O-]
i	CCCN(C(=O)COC(=O)CSc1ccc([N+](=O)[O-])cc1)C1CCS(=O)(=O)C1 (centres undefined)
i	Cc1noc(C)c1NC(=O)N(C)C[C@H]1Oc2ccc(NC(=O)NC3CCCCC3)cc2C(=O)N([C@H](C)CO)C[C@@H]1C
i	COc1ccc(/C=C(/C(=O)N2CCCCC2C(=O)O)c2ccc(OC)c(OC)c2)cc1 (centres undefined)
i	CN1CCC(=C2c3ccccc3Sc3ccccc32)CC1
i	CC(CNC(=O)COC(=O)c1cccnc1Cl)c1ccccc1 (centres undefined)
i	CC1CC(C)CN(c2nc3c(c(=O)[nH]c(=O)n3C)n2CCCSc2nc3ccccc3s2)C1 (centres undefined)
i	COc1ccc(C(C)(C)C)cc1NC(=O)COC(=O)c1nc2nccc(C)n2n1
i	CCN(CC(=O)Nc1ccc(NC(C)=O)cc1)C(=O)c1cc2c(s1)CCCCC2
i	COc1ccc2oc(C(=O)OC(C)C(=O)Nc3ccc(N4CCOCC4)cc3)c(C)c2c1 (centres undefined)
i	O=C(CN1CCN(c2ccc(O)cc2)CC1)N(C1CC1)C1CCS(=O)(=O)C1 (centres undefined)
i	S=C(NC1CC1)SCc1ccco1

ANO1 activ	SMILES
i	O=C1CSc2cc(Cl)ccc2N1
i	COc1ccc(S(=O)(=O)NCCOc2ccc(Cl)cc2)cc1
i	N#Cc1ccccc1Sc1ccccc1C(=O)NCC(c1ccco1)N1CCCCC1 (centres undefined)
i	CCc1ccccc1NC(=O)CNC(=O)CSC(=S)N1CCCC1
i	Cc1ccc(-c2cc(C(=O)N3CCOCC3)c3ccccc3n2)o1
i	CC1CN(C(=O)COC(=O)/C=C/c2ccc(C(F)(F)F)cc2)CC(C)O1 (centres undefined)
i	Cn1cncc1C#Cc1c(C=O)[nH]c2ccccc12
i	O=C(COC(=O)COc1ccc(Br)cc1)Nc1ccc2c(c1)OCCO2
i	O=C(Nc1nc(-c2ccccn2)cs1)c1cccc(S(=O)(=O)N2CCOCC2)c1
i	Cc1ccc(S(=O)(=O)NCC(=O)NCC2COc3ccccc3O2)cc1C (centres undefined)
i	O=C(COC(=O)CNC(=O)c1ccccc1Cl)Nc1ccccc1Cl
i	COCC(C)n1c(SCC(=O)NC2CCCCC2C)nc2ccccc2c1=O (centres undefined)
i	CC(=O)N1CCN(CC(=O)Nc2cccc(S(=O)(=O)N3CCCCC3)c2)CC1
i	O=C(NCCCn1ccnc1)C1CCN(S(=O)(=O)c2cc([N+](=O)[O-])ccc2Cl)CC1
i	CN1CCC[C@@H]1CCNC(=O)c1c(-c2ccc3c(c2)OCO3)noc1-c1ccsc1
i	Cc1ccc(C=NNc2nc3c([nH]2)c(=O)n(C)c(=O)n3C)cc1
i	O=C(c1ccc(F)cc1Cl)N(Cc1ccco1)C1CCS(=O)(=O)C1 (centres undefined)
i	Cn1c(/C=C(\C#N)C(N)=S)ccc1-c1ccc(Br)cc1
i	O=C1CC2CCCN2C=C1I (centres undefined)
i	COc1ccc(C(=O)OCCN2C(=O)c3ccccc3C2=O)cc1OC
i	CN(C)c1nc(N(C)C)c2cnn(C)c2n1
i	COc1cc(OC)c2ccc(=O)oc2c1
i	CCCC(=O)Nc1ccc(C(=O)COC(=O)C2=COCCO2)cc1
-24*	Cc1ccc(Sc2ccc(NC(=O)CCN3C(=O)NC4(CCCC4)C3=O)cc2)c(C)c1
i	Cc1ccc(C)c(S(=O)(=O)N2CCN(C(=O)c3ccc4ccccc4n3)CC2)c1

ANO1 activ	SMILES
i	CCC(C)(C)C1CCC2(CC1)NC(=O)N(CC(=O)NCCCc1ccccc1)C2=O (centres undefined)
i	O=S(=O)(Nc1ccc2nc(N3CCOCC3)sc2c1)c1ccc(Cl)cc1
i	CC1CCC2(CC1)NC(=O)N(CC(=O)N1CCN(S(=O)(=O)c3ccc4c(c3)CCC4)CC1)C2=O (centres undefined)
i	CCC1([N+](=O)[O-])COC(C=Cc2ccccc2)OC1 (centres undefined)
i	O=C(CN1C(=O)C2CCCCC2C1=O)OCC(=O)c1ccc(F)cc1 (centres undefined)
i	COc1cc(CC(=O)N2CCN(S(=O)(=O)c3ccc(C)cc3)CC2)cc(OC)c1OC
i	COc1ccc(CN(C)C(=O)CCN=C2NS(=O)(=O)c3ccccc32)c(OC)c1
i	Cc1ccc(C(=O)NCC(=O)OCCCOC(=O)CNC(=O)c2ccc(C)c(C)c2)cc1C
i	CCN(CC(=O)Nc1ccc(Br)cc1F)CC(=O)NC1CCS(=O)(=O)C1 (centres undefined)
i	Cn1nnnc1Sc1ncnc2scc(-c3ccc(C(F)(F)F)cc3)c12
i	O=C1OCCN1C(=O)[C@H]1[C@H](c2ccc(Cl)cc2)C(c2ccc(F)cc2)=NN1c1ccc(Br)cc1
i	COc1ccc(S(=O)(=O)N2CCCCC2)cc1NC(=O)C1CC(=O)N(Cc2ccccc2)C1 (centres undefined)
i	O=C(CCN=C1NS(=O)(=O)c2ccccc21)Nc1ccc(F)cc1Cl
i	Cc1ccc(-c2nnc(-c3ccc4ccccc4c3)o2)cc1
i	Cc1[nH]nc(C(=O)NN=Cc2ccccc2Cl)c1N=NN(C)C
i	CCN(Cc1ccc(N(C)C)cc1)C(C)C(=O)Nc1ccc(S(=O)(=O)N2CCCC2)cc1 (centres undefined)
i	CN(C)S(=O)(=O)c1ccc(N2CCCC2)c(C(=O)Nc2ccccc2N2CCOCC2)c1
i	COc1ccc(C(C)(C)C)cc1NC(=O)CSc1ncn[nH]1
i	Cc1cc(C)n2nc(SC(C)C(=O)N3CC(C)OC(C)C3)nc2n1 (centres undefined)
i	CCN1/C(=C/C=C2/SC(=Nc3cccc4ncccc34)N(C)C2=O)Sc2ccccc21
i	Cc1ccc(/C=C/C(=O)OCC(=O)NCCc2ccc(S(N)(=O)=O)cc2)o1
i	Cc1ccc(C(=O)OCC(=O)NC2CCCc3ccccc32)o1 (centres undefined)
i	CN1C[C@@H]2[C@@H]3C(=O)N(C)C(=O)[C@@H]3[C@](C)(C1=O)N2C(=O)c1ccc(F)cc1
i	CNS(=O)(=O)c1cccc(C(=O)OCC(=O)c2ccc3c(c2)OCCO3)c1
i	CN(C)c1c([N+](=O)[O-])cc(N2C(=O)C=CC2=O)cc1[N+](=O)[O-]

ANO1 activ	SMILES
i	Cc1cc(N2O[C@H]3C=C[C@@H]2C3)no1
i	C[C@H]1CN([C@@H](C)CO)C(=O)c2cc(NC(=O)C3CCCCC3)ccc2O[C@H]1CN(C)S(=O)(=O)c1ccccc1
i	COC(=O)c1ccc(CNC(=O)COC(=O)/C=C/c2ccc(O)c(OC)c2)cc1
i	COc1cc(OCc2ccccc2)c2c(CCC(=O)O)cc(=O)oc2c1
i	COc1ccccc1S(=O)(=O)Nc1cccc(S(=O)(=O)N2CCCC2)c1
i	O=C(CSc1nc2ccccc2c(=O)n1-c1ccccc1Cl)NCC1CCCO1 (centres undefined)
i	CCOC(=O)C1OC2(CCCC2)OC1C(=O)OCC (centres undefined)
i	Cc1ccccc1C(=O)Nc1cc(C(F)(F)F)ccc1-n1cncn1
i	CC(=O)c1cccc(NC(=O)CSc2ccc(-c3cccnc3)nn2)c1
i	Cc1ccc(-c2nc(SCC(=O)c3c(N)n(C4CC4)c(=O)[nH]c3=O)n[nH]2)cc1
i	Brc1cnc(OCc2ccccc2)nc1OCc1ccccc1
i	Cc1cccc(OC(C)C(=O)OCC(=O)N2CCN(c3ccccc3)CC2)c1 (centres undefined)
i	CN(CC(=O)Nc1ccccc1C(=O)NC1CC1)Cc1ccc(Cl)cc1
i	O=C(C=Cc1cccs1)c1ccc(Cl)s1
i	O=C(CNC(=O)c1ccc(OC(F)F)cc1)NCC1(N2CCOCC2)CCCCC1
i	COC(=O)c1cc(NC(=O)COC(=O)CN2C(=O)C3CC=CCC3C2=O)cc(C(=O)OC)c1 (centres undefined)
i	C=CC[C@@H](CC(=O)N[C@H](CO)Cc1ccccc1)C(=O)N[C@H](COC(=O)[C@@H](CC=C)Cc1ccc(F)cc1)C(C)(C)C
i	CC(=O)Nc1ccc(SCCN2CC[C@@H](C)CCC2=O)cc1
i	CCOC(=O)C1C(C(=O)OC)=C(C2=CCCCC2)c2ccccc2N1S(=O)(=O)C(F)(F)F (centres undefined)
-10*	COC(=O)C1=C(C(=O)OC)[C@]2([C@H]3CC=CCN[C@@H](Cc4ccccc4)C(=O)N3Cc3ccccc3)C=C[C@H]1O2
i	CCOc1ccc(NC(=O)CN(c2ccc(OC)cc2)S(=O)(=O)c2cccs2)cc1

Another view of part of the listing above.
COc1cc(OCc2ccccc2)c2c(CCC(=O)O)cc(=O)oc2c1
  ANO1 activ: i
COc1ccccc1S(=O)(=O)Nc1cccc(S(=O)(=O)N2CCCC2)c1
  ANO1 activ: i
O=C(CSc1nc2ccccc2c(=O)n1-c1ccccc1Cl)NCC1CCCO1 (centres undefined)
  ANO1 activ: i
CCOC(=O)C1OC2(CCCC2)OC1C(=O)OCC (centres undefined)
  ANO1 activ: i
